PAFAH1B2 FP inh = PAFAH1B2 enzyme inhibitors, primary screen, biochemical, fluorescence polarization, human. recombinant PAFAH1B2, FP-rhodamine activity probe. inhibition, % at 3.39 µM. actives 1.2% (n = 340,000);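 active = inhibition above the mean of all tested compounds plus 3 SD, cut at about 24% in these data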;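 note: 0% = enzyme with DMSO and 100% = wells lacking PAFAH1B2; many of its hits are not listed in these tables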
Target sequence (P68402 whole entry, looked up): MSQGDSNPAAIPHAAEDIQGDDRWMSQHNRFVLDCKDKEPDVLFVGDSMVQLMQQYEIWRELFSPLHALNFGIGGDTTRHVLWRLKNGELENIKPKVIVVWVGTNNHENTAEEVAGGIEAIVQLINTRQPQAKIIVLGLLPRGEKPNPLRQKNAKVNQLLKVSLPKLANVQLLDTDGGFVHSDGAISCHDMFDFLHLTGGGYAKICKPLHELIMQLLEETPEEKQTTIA
PAFAH2 FP inh = PAFAH2 enzyme inhibitors, primary screen, biochemical, fluorescence polarization, human; Platelet-activating factor acetylhydrolase 2, cytoplasmic (Homo sapiens), Q99487; recombinant PAFAH2, FP-rhodamine activity probe; inhibition, % at 3.39 µM; actives 0.99% (n = 340,000); AID 492956, 2010;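 active = inhibition above the mean over all tested compounds plus 3 SD, cut at about 30% in these data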;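 note: inhibitors block probe labeling of enzyme so polarization drops; 0% = enzyme with DMSO and 100% = wells lacking PAFAH2 protein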
PAFAH1B3 inh = PAFAH1B3 enzyme inhibitors, primary screen, biochemical, fluorescence polarization, human | actives 0.28% (n = 340,000) | AID 492972, 2010 | Platelet-activating factor acetylhydrolase IB subunit alpha1 (Homo sapiens), Q15102 | inhibition, % at 3.39 µM | recombinant PAFAH1B3, FP-rhodamine probe;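 active = inhibition above the screen-wide average of all tested compounds plus 3 SD, cut at about 25% in these data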;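 note: 0% = enzyme with DMSO only and 100% = wells lacking PAFAH1B3 protein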
Target sequence (Q15102 whole entry, looked up): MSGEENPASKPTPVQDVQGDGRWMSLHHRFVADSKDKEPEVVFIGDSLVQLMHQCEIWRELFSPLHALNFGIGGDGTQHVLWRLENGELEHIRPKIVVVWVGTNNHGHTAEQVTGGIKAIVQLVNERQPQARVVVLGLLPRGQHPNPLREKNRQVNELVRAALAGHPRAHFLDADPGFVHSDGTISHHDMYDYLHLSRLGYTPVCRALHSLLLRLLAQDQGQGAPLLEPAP
* hit, by the source's call. Not all compounds are listed, so the mix of outcomes need not match the whole.

Sample of the layout, two compounds:
SMILES	PAFAH1B2 FP inh	PAFAH2 FP inh	PAFAH1B3 inh
O=C(CN1CCN(C(=O)C2CCN(C(=O)/C=C/c3ccccc3)CC2)CC1)Nc1ccccc1Cl	1.6	9.4	7.7
O=C(C(c1ccccc1)C(O)(c1ccccc1)c1ccccc1)N1CCOCC1 (stereo not drawn)	6.0	-0.6	-1.4

All compounds of this part, repeating the preview:
SMILES	PAFAH1B2 FP inh	PAFAH2 FP inh	PAFAH1B3 inh
O=C(CN1CCN(C(=O)C2CCN(C(=O)/C=C/c3ccccc3)CC2)CC1)Nc1ccccc1Cl	1.6	9.4	7.7
O=C(C(c1ccccc1)C(O)(c1ccccc1)c1ccccc1)N1CCOCC1 (stereo not drawn)	6.0	-0.6	-1.4
CSc1ncccc1C(=O)OCC(=O)NC1CC1	6.0	5.4	10.0
Fc1ccc(CNCC2CCCO2)cc1 (stereo not drawn)	1.2	-1.9	9.7
O=C(CC(O)(c1ccccc1)c1ccccc1)Nc1ccccn1	3.7	8.8	4.9
CC1CC(C)CN(C(=O)c2cccc(S(=O)(=O)N(C)c3ccccc3)c2)C1 (stereo not drawn)	3.4	0.8	10.1
CN(CC(=O)Nc1cccc(F)c1)CC(=O)Nc1cccc(S(=O)(=O)N(C)c2ccccc2)c1	-2.5	1.4	1.3
Cc1ccc(CCNc2ncnc(Cl)c2N)cc1	6.6	-0.1	11.4
O=C1NC(=O)C2(CCCCC2C2CCCCC2)N1 (stereo not drawn)	9.9	-1.0	5.4
COCc1nnc(NS(=O)(=O)c2ccc(Cl)cc2)s1	0.8	0.2	-1.7
CC(=O)c1c(C)[nH]c(C(=O)CN2C(=O)NC3(CCCCC3)C2=O)c1C	0.2	-0.4	-7.1
Cc1cccc(-n2c(CCCN3C(=O)c4ccccc4C3=O)nc3ccccc3c2=O)n1	5.0	-0.9	7.6
O=C(O)CSc1nc2ccc(Br)cc2[nH]1	11.4	6.6	12.0
Cn1cccc1C(=O)NCC1COc2ccccc2O1 (stereo not drawn)	1.8	-8.5	-3.9
C=C(CCO)C1=CCN(S(=O)(=O)C(C)(C)C)[C@H]1CCO	0.6	-4.9	4.5
CN1CCS/C1=C\C=C1/SC(=S)N(CC(=O)O)C1=O	-1.8	-9.1	-0.4
Cc1ccc(NC(=O)CN(C)C(=O)c2ccccc2Cc2ccccc2)cc1	3.0	7.6	2.9
COc1ccc(NC(=O)NNC(=O)COc2ccc3cc(Br)ccc3c2)cc1	3.3	-3.8	6.5
CC[C@@H]1C(=O)[C@H](Cc2ccccc2)[C@H]2CCCC(=O)N3CC[C@@H]1[C@@H]23	1.4	-0.6	1.7
Cc1ccc(N2C(=O)[C@@H]3[C@H](C2=O)C2c4ccccc4C=CN2[C@@H]3C(=O)c2ccco2)cc1 (stereo partly drawn)	-0.1	1.4	6.8
CCC1(c2ccc(F)cc2)NC(=O)N(CC(=O)Nc2cccc(S(=O)(=O)N3CCCC3)c2)C1=O (stereo not drawn)	6.8	-2.5	-5.8
Cc1ccc2[nH]cc(CCNS(=O)(=O)c3ccc(F)cc3)c2c1	27.3*	3.7	5.8
O=C1C(C=NCc2cccnc2)=C(O)c2ccccc21	-1.7	2.9	5.2
Cc1oc(/N=C/c2ccc(Cl)cc2Cl)c(C#N)c1C	3.1	-3.4	-8.6
COc1ccc(CC(=O)OC(C)C(=O)NC2CCCCC2C)cc1 (stereo not drawn)	1.4	-2.1	-1.8
CC12C=CC(=O)C=C1CCC1C2CCC2(C)C(C(=O)CO)CCC12 (stereo not drawn)	3.3	3.3	5.8
Cc1coc(C)c1C(=O)Nc1ccc2ccccc2c1	3.7	-6.2	0.4
O=C(Nc1ccccc1-c1nc2ccccc2[nH]1)c1ccc(S(=O)(=O)N2CCCCC2)cc1	-23.1	-50.4	-31.9
COC(=O)c1sccc1NC(=O)Nc1ccc(C(C)=O)cc1	3.3	0.3	-5.5
O=C(CN1CCCC1)N1c2ccccc2Sc2ccc(Cl)cc21	3.2	-2.1	3.7

Full records, looked up by structure. Values in the order: PAFAH1B2 FP inh, PAFAH2 FP inh, PAFAH1B3 inh
CC12C=CC(=O)C=C1CCC1C2CCC2(C)C(C(=O)CO)CCC12 (stereo not drawn) is entered as 3.3, 3.3, 5.8
CN(CC(=O)Nc1cccc(F)c1)CC(=O)Nc1cccc(S(=O)(=O)N(C)c2ccccc2)c1 is entered as -2.5, 1.4, 1.3
Cc1oc(/N=C/c2ccc(Cl)cc2Cl)c(C#N)c1C is entered as 3.1, -3.4, -8.6
Cc1ccc(CCNc2ncnc(Cl)c2N)cc1 is entered as 6.6, -0.1, 11.4
Cc1coc(C)c1C(=O)Nc1ccc2ccccc2c1 is entered as 3.7, -6.2, 0.4

Two entries from above, as a markdown table:
| structure | PAFAH1B2 FP inh | PAFAH2 FP inh | PAFAH1B3 inh |
| --- | --- | --- | --- |
| Cc1ccc(NC(=O)CN(C)C(=O)c2ccccc2Cc2ccccc2)cc1 | 3.0 | 7.6 | 2.9 |
| COc1ccc(NC(=O)NNC(=O)COc2ccc3cc(Br)ccc3c2)cc1 | 3.3 | -3.8 | 6.5 |

(more compounds)
SMILES	PAFAH1B2 FP inh	PAFAH2 FP inh	PAFAH1B3 inh
CCSc1cnnc2ccccc12	4.3	-1.9	0.2
CC(C)(C)OC(=O)N(CCc1ccccc1)Cc1ccc(OCc2cccc(NC(=O)/C=C/c3ccccc3)c2)cc1	-5.2	-50.9	0.5
C=C1CC(Cn2cc(Br)c(=O)[nH]c2=O)(c2ccc(-c3ccccc3)cc2)OC1=O (stereo not drawn)	-3.8	2.1	1.0
CCCCOP(=O)(OCCCC)C1(C)CC(=O)CC(C)(C)C1 (stereo not drawn)	0.0	-0.6	2.5
COCCN(CC(=O)Nc1cccc(C)c1C)C(=O)Cn1cnc2ccccc2c1=O	2.3	3.2	6.5
COC(=O)Cn1c(=O)c2c(nc3n2CC(C)CN3CCc2ccccc2)n(C)c1=O (stereo not drawn)	9.8	7.8	12.4
Cc1cc(C)c2c(=N)c3ccccc3n(CCCCCCCCn3c4ccccc4c(=N)c4c(C)cc(C)nc43)c2n1	2.1	3.5	-6.7
O=C1CSC(c2ccccc2)N1Cc1ccccn1 (stereo not drawn)	8.1	10.2	7.3
CCn1ncc([N+](=O)[O-])c1C(=O)Nc1c(C)cccc1C	1.3	-1.5	8.8
Cc1cnc(NCCc2ccccc2)s1	2.2	-5.2	-1.9
Cc1ccc(-n2ncc3c2CC(C)(C)CC3NC(=O)CCc2c(C)noc2C)cc1 (stereo not drawn)	-0.6	1.1	5.2
Cc1cc(C)n2c(C)nnc2c1	2.5	0.2	5.9
COc1cc(OC)c(NC(=O)c2cc3ccccc3cc2O)cc1Cl	11.3	-4.5	24.6
CC(C)/C=C/CN1CCCC(N2CCN(c3cccc(Cl)c3)CC2)C1 (stereo not drawn)	-1.3	-2.0	3.1
COc1cccc(CNc2ccc3[nH]c(=O)[nH]c3c2)c1OCc1ccccc1	0.1	1.0	5.3
COc1ccc(Cn2c(C)nc3c(c2=O)c2nc4ccccc4nc2n3Cc2ccco2)cc1	-0.8	11.8	-1.8
CN(C)CCN1C(=O)C(=O)/C(=C(/O)c2ccc(OCc3ccccc3)cc2)C1c1ccncc1 (stereo not drawn)	0.1	-7.2	7.0
COc1cc(C2c3cc4c(cc3OC(NNC(N)=O)C2C)OCO4)cc(OC)c1OC (stereo not drawn)	1.8	-2.7	1.1
O=C(NN(Cc1ccccc1)Cc1ccccc1)c1ccccc1	5.5	2.0	11.8
COc1ccc(NC(C)=O)cc1S(=O)(=O)NC(Cc1ccccc1)C(=O)NC(C)c1ccccn1 (stereo not drawn)	4.1	-2.6	2.6
O=C1Nc2ccccc2C1=Nc1ccc2[nH]c3ccccc3c2c1	7.7	2.1	7.7
Cc1nn(C(C)(C)C)c(OC(=O)C2CCCC2)c1S(=O)(=O)c1ccccc1	3.1	-5.3	0.9
COC(=O)Cn1cnc(=O)c(C#N)c1/C=C/N(C)C	2.2	1.1	4.6
COc1ccc(NC(=O)CCCNC(=O)c2ccc(Cl)cc2)cc1S(=O)(=O)N1CCCCC1	1.6	-10.5	-1.7
CC(OC(=O)Cc1n[nH]c(=O)c2ccccc12)C(=O)Nc1ccc(S(N)(=O)=O)cc1 (stereo not drawn)	3.0	0.1	6.0
COc1ccccc1OCc1ccc(C(=O)N(C)c2ccccc2)o1	6.3	6.0	8.2
Cc1ccc(S(=O)(=O)N2CCC[C@H]2C(=O)NC2CCCCC2)cc1	4.8	4.6	10.0
Cc1nnc(Sc2cc(NCCO)c([N+](=O)[O-])c3nonc23)s1	2.8	16.3	10.7
COc1ccc(/C=C/C(=O)NCCCN2CCOCC2)cc1	3.4	-8.3	3.3
O=C(CSc1ccc(S(=O)(=O)N2CCCC2)cn1)Nc1ccc([N+](=O)[O-])cc1C(F)(F)F	26.7*	-2.2	-4.9
CCCCn1c(N)c(N(CC(C)C)C(=O)CCNC(=O)c2ccc([N+](=O)[O-])cc2)c(=O)[nH]c1=O	-0.9	2.9	4.2
ClCCn1cnc2c(SCc3ccccc3Cl)ncnc21	-0.5	-2.2	7.4
O=C(NCC1COc2ccccc2O1)c1cc(S(=O)(=O)N2CCOCC2)c(Cl)cc1Cl (stereo not drawn)	8.0	-3.9	-2.2
COc1cccc(NC(=O)CN(C)C(=O)c2cc(-c3ccccc3)nc3ccc(C)cc23)c1	4.1	4.8	12.9
Cc1ccc(OC(=O)CCC(=O)Oc2ccc(C)cc2C)c(C)c1	0.6	-4.1	10.2
Cc1ccc(S(=O)(=O)N(CC(=O)NCc2ccco2)Cc2ccccc2F)cc1	5.7	10.8	-0.9
CC(=O)c1cccc(OC(=O)Oc2cccc(C(C)=O)c2)c1	-2.1	-0.9	10.2
C/C(=N\NC(=O)Cc1ccc(Cl)cc1)c1cccc(NC(=O)c2cccnc2)c1	2.2	-2.2	7.8
Cn1c(O)c(N=NC(=O)Cc2c[nH]c3ccccc23)c2ccccc21	4.6	10.1	3.4
CCN(CC(=O)Nc1ccc2c(c1)OCCO2)C(=O)CCc1ccc(OC)cc1	-4.5	7.8	-0.7
CNc1cccnc1C=NNC(N)=S	-2.8	4.2	6.3
Cc1c(Cc2c(Cl)cccc2Cl)c(=O)ccn1C(C)c1ccccc1 (stereo not drawn)	2.3	4.7	-1.6
CC(C)Cn1cnc2c(SCc3ccccn3)nc(N)nc21	-0.7	5.9	8.5
Cc1ccc(-c2n[nH]c(=S)n2C)cc1	4.3	1.3	2.7
CCCn1c(=O)c(C(=O)Nc2cccc(C)c2)c(O)c2ccccc21	1.2	-7.2	2.0
Fc1ccc(CCNc2ncnc3[nH]ncc23)cc1	3.6	2.4	9.9
CN(CCc1ccccc1)C(=O)c1cccc(NC(=O)Cc2cccc(NC(=O)C3CCN(C(=O)c4ccccc4)CC3)c2)c1	4.7	-2.2	14.0
Cc1nnc(C)c2c(C)n(-c3ccccc3)c(C)c12	-0.8	-0.3	1.9
CCc1ccc(C(=O)COC(=O)CNC(=O)C2CCCCC2)cc1	8.2	2.3	1.8
O=C1NC(=O)C2(C=C(c3ccccc3)C(O)(c3ccccc3)C2)N1 (stereo not drawn)	8.3	13.0	5.2
CC(C)N(C(=O)COC(=O)c1cccc(S(=O)(=O)N2CC3(C)CC2CC(C)(C)C3)c1)C(C)C (stereo not drawn)	12.4	6.7	-2.9
Cc1ccc2nc3c(cc(S(=O)(=O)c4ccccc4)c(=N)n3C3CCCC3)c(=O)n2c1	-0.7	4.9	3.8
S=C(NCc1ccco1)NCc1ccccc1Cl	0.8	2.2	-0.7
N#CC(=C(O)COC(=O)c1ccc2c(c1)OCCO2)c1nc2ccccc2[nH]1	2.8	-5.8	-0.3
CC(C)CC(=O)/C(=C\c1ccc(Cl)cc1Cl)n1cncn1	2.8	9.5	4.9
S=C(NCCN1CCOCC1)C(=S)NCCN1CCOCC1	2.3	2.8	7.8
COc1cc(C(=O)NC(C)Cc2ccccn2)ccc1OC1CCN(C(C)=O)CC1 (stereo not drawn)	-0.6	-4.2	0.2
CCCCOc1ccc(C(=O)NCC(=O)NC(C)CCc2ccccc2)cc1 (stereo not drawn)	0.8	-4.1	-2.1
COc1ccc(C)cc1NC(=O)c1nc2nc(C)cc(C)n2n1	-2.3	-1.4	4.5
Cc1nc2cc3ccccc3cc2s1	2.5	-3.4	2.5

Other records follow:
SMILES	PAFAH1B2 FP inh	PAFAH2 FP inh	PAFAH1B3 inh
Oc1ccc(C=NN=C2c3ccccc3-c3ccccc32)c(O)c1	-3.0	-14.1	-3.7
CCOc1ccc(CCNC(=O)COC(=O)C2CCN(S(=O)(=O)c3ccccc3)CC2)cc1OCC	6.0	5.9	-0.7
CC(=NNC(=S)N1CCCCC1)c1cccc(C)n1	7.5	11.7	9.9
COc1ccc(NS(=O)(=O)c2ccc(N3CCOCC3)c(NC(=O)/C=C/C(=O)O)c2)cc1	-4.8	-3.2	4.7
O=C(CCc1ccccc1Cl)Nc1cc(S(=O)(=O)N2CCOCC2)ccc1N1CCCC1	2.5	6.1	6.4
COC1C=CC=C(C)C(=O)NC2=CC(=O)C(N)=C(CC(C)CC(OC)C(O)C(C)C=C(C)C1OC(N)=O)C2=O (stereo not drawn)	6.2	5.7	7.4
Cc1cccc(C)c1NC(=O)CNC(=O)C(C)N(C)CC(=O)Nc1ccc(F)cc1 (stereo not drawn)	-3.7	-1.5	6.2
COc1cccc(C2C(C(=O)c3ccco3)=C(O)C(=O)N2CCCN2CCOCC2)c1OC (stereo not drawn)	-2.3	-7.3	2.4
